# FBA Mtb inh: Mtb FBA enzyme inhibitors, primary screen, biochemical, fluorescence, strain H37Rv. 2.3% of 360,000 active. purified M. tuberculosis FBA, fluorescence read-out. inhibition, % at 1 µM. Fructose-bisphosphate aldolase (Mycobacterium tuberculosis (strain ATCC 25618 / H37Rv)), …; in the data active means inhibition above about 27%;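 further: 0% = vehicle and 100% = reference inhibitor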
# Target sequence (P9WQA3 whole entry, looked up): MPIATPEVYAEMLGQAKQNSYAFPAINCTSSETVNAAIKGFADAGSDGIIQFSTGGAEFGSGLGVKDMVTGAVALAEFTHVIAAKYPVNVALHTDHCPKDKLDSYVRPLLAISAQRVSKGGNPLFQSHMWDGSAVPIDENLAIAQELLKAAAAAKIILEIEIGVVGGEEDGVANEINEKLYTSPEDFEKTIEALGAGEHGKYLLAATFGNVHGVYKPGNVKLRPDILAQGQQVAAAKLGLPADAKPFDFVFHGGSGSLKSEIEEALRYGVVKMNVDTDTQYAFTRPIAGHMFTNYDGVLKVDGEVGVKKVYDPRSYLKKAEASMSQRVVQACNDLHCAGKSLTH
# PriA SSB inh: inhibitors of Klebsiella pneumoniae PriA binding to SSB C-terminal tail, primary screen, biochemical, AlphaScreen; AID 1272365, 2023; AlphaScreen SSBct-PriA binding, biotinylated peptide; inhibition, % at 33 µM; 0.6% of 430,000 active; PriA–SSB C-terminal tail interaction (Klebsiella pneumoniae); in the data active means inhibition mostly above about 37%, no sharp cut-off; inactive means mostly below about 20%;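 further: plate controls were negative control peptide for no effect and reference peptide for full effect; strong numbers were not always called active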
# BioA inh: M. tuberculosis BioA enzyme inhibitors, primary screen, biochemical, plate reader, single point, HTS; 7,8-diaminopelargonic acid synthase BioA (Mycobacterium tuberculosis); AID 602481, 2012; inhibition, % at 9.99 µM; 0.096% of 360,000 active; purified M. tuberculosis BioA enzyme; in the data active means inhibition above about 40%
# Rv3671c protease: Rv3671c serine protease inhibitors, primary screen, biochemical, fluorescence polarization, M. tuberculosis H37Rv; P9WHR9; inhibition, % at 5.96 µM; 0.048% of 320,000 active; AID 2606, 2010; in the data active means inhibition above about 38%;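 further: extracellular domain of Rv3671c used as enzyme; 0% = enzyme with DMSO and 100% = no enzyme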
# GDH-TPI counter: GDH-TPI coupling enzyme inhibitors, primary screen, artefact control for M. tuberculosis FBA inhibitor project, biochemical, absorbance, full deck | GDH-TPI coupled enzyme counterscreen, NADH absorbance | inhibition, % at 4.8 µM | 1.2% of 360,000 active | AID 588335, 2011; in the data active means inhibition above about 30%;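 further: 0% = DMSO wells and 100% = wells lacking the enzyme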
# SARS 3CLpro inh: SARS-CoV 3CLpro protease inhibitors, primary screen, biochemical, quenched FRET. Replicase polyprotein 1ab (Severe acute respiratory syndrome coronavirus), P0C6X7. inhibition, % at 6 µM. 0.14% of 290,000 active. recombinant SARS-CoV 3CLpro, quenched FRET peptide cleavage; in the data active means inhibition above about 12%
# Vc quorum ag: inducers of Vibrio cholerae quorum light production without autoinducers, primary screen, BH1578 luxS cqsA deficient, single point | activation, % at 18.7 µM | 0.16% of 350,000 active | V. cholerae BH1578 lux reporter, luminescence, 6 h; in the data active means activation mostly above about 9.7%, no sharp cut-off; further: not every result past the cut was called active; inactives centre near 0; reference of the scale not given here
# MazEF act: activators of E. coli MazEF toxin-antitoxin RNase, primary screen, biochemical, fluorescence, uHTS | activation, % at 20 µM | FAM/BHQ RNA-DNA oligo cleavage fluorescence, 5 h | AID 504720, 2011 | 0.32% of 350,000 active; in the data active means activation above about 50%
# Target sequence (P0AE70 whole entry, looked up): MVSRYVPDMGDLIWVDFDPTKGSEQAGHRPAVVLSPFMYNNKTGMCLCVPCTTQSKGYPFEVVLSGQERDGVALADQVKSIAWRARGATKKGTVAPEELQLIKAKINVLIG
# DUSP3 inh: VHR1 phosphatase inhibitors, primary screen, biochemical, absorbance, uHTS; Dual specificity protein phosphatase 3 (Homo sapiens), P51452; AID 1654, 2009; inhibition, % at 13.3 µM; 0.52% of 290,000 active; recombinant VHR phosphatase, pNPP absorbance; in the data active means inhibition above about 50%; further: some compounds called inactive have numbers as strong as hits
# Target sequence (P51452 whole entry, looked up): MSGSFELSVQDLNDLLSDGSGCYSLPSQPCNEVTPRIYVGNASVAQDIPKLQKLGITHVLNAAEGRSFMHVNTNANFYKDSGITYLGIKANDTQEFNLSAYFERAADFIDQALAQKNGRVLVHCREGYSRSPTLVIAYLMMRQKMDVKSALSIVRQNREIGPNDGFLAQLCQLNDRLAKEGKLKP
# Mtb UGM inh: M. tuberculosis UGM enzyme inhibitors, primary screen, biochemical, fluorescence polarization, single point. purified UGM, fluorescence polarization probe displacement. AID 504406, 2011. inhibition, % at 10 µM. 0.06% of 320,000 active; in the data active means inhibition above about 10%, passing the limit was not always enough
# Target sequence (P9WIQ1 whole entry, looked up): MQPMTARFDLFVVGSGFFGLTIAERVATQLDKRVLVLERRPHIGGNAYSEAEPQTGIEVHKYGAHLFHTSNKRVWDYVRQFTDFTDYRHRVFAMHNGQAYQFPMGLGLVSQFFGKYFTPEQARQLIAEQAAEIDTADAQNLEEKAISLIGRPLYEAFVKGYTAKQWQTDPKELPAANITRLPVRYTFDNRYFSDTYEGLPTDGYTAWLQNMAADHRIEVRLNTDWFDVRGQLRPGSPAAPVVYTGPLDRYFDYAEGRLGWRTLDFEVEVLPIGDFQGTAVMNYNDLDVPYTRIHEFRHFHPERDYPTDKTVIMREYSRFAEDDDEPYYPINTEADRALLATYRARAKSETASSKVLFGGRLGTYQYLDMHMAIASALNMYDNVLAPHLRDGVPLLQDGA
# Starred values were filed as active, the others as inactive; i = inactive; . = no result given; & = joins results of further samples.
SMILES,FBA Mtb inh,PriA SSB inh,BioA inh,Rv3671c protease,GDH-TPI counter,SARS 3CLpro inh,Vc quorum ag,MazEF act,DUSP3 inh,Mtb UGM inh
CCCC(NC(=O)CCc1c(C)c2cc3c4c(oc3c(C)c2oc1=O)CCCC4)C(=O)O (centres undefined),14,1,1.7,.,13,-1,1.5,3,9,-0.1
CCCCc1cn(C[C@H]2CC[C@@H]([C@@H]3CC[C@H](Cn4cc(CCCC)nn4)O3)O2)nn1,3,-1,0.9,-1,2,-5,-0.6,7,24,-0.4
COc1ccc(NC(=O)CCN2CCN(c3ccc(F)cc3)CC2)cc1,-2,1,0.3,7,4,4,-0.3,-8,2,-0.6
Cc1cccc(CNC(=O)c2ccccc2N)c1,58*,-7,0.5,-1,-10,-2,-0.3,-5,-4,-1.1
CC(=O)Nc1ccc(Nc2nc3ccccc3nc2NS(=O)(=O)c2ccc(Cl)c([N+](=O)[O-])c2)cc1,-3,0,2.3,.,15,.,0.5,21,.,.
Cc1ccc(-c2nc(CCN3C(=O)c4ccccc4C3=O)cs2)cc1,-1,-12,1.3,-10,5,-2,i,-10,25,1.3
COc1ccccc1N1CCN(S(=O)(=O)c2c(C)sc3ncn(CC(=O)NCCN(C)C)c(=O)c23)CC1,0,-8,0.6,-4,4,-1,i,4,12,0.4
Cc1ccccc1-c1nc2sc3c(c2c(=O)o1)CCC3,0,-6,1.5,-16,12,-1,i,8,26,-3.6
CCOc1ccc(NC(=O)Cn2nc(-c3ccccc3Cl)n(CC)c2=S)cc1,-2,-6,1.3,-9,-6,3,i,4,4,-2.0
CC(=O)Nc1ccc(S(=O)(=O)N2CCC(C(=O)c3ccc(Cl)cc3)CC2)cc1,5,-6,0.7,-7,5,5,-2.1,-19,-6,-3.8
CCc1ccc(CNC(=O)c2ccc3nc(C4CCCCC4)oc3c2)nc1,0,.,-0.8,3,5,-3,-0.4,.,7,-0.1
CCSC(=O)NC1CCCCC1,-1,-13,-0.3,-3,5,-1,-0.6,-11,16,-3.5
O=C(COC(=O)Cc1cccc(C(F)(F)F)c1)NCC1CCCO1 (centres undefined),1,-10,-2.6,5,15,0,-0.4,7,2,0.2
CN(C)CCNc1oc(-c2ccccc2Cl)nc1S(=O)(=O)c1ccccc1,2,1,-1.4,0,7,.,-3.2,-1,.,0.2
CCN(CC(=O)Nc1ccc(NC(C)=O)cc1)C(=O)/C=C/c1ccc(C)o1,1,4,-2.0,9,35*,.,i,3,.,3.3
O=C(Nc1cccc(C(=O)N2CCOCC2)c1)c1cncc(Br)c1,4,-14,0.3,-1,1,2,-0.3,8,0,0.7
O=C(CSc1n[nH]c(=O)n1C1CC1)Nc1ccc(F)c([N+](=O)[O-])c1,0,-10,.,.,-3,.,i,4,.,.
O=C(CCN1C(=O)NC2(CCCC2)C1=O)Nc1ccc(Sc2ccc(Br)cc2)cc1,-3,.,0.2,.,0,.,i,-7,.,.
COc1ccc(CCN(C)C(=O)C2CCCN(Cc3ccc(OC)c(OC)c3)C2)cc1OC (centres undefined),1&2,-22,-1.0,-4&-2,3&-8,3&3,-7.3&0.0,-14,5&9,1.1&-1.3
CCOc1cc(CNCCc2c[nH]c3ccccc23)cc(Cl)c1OC,-1,12,.,-7,4,6,-0.7,10,21,0.1

# Filtered by structure, the compounds so far containing a thiophene ring, fused or not (2)
SMILES,FBA Mtb inh,PriA SSB inh,BioA inh,Rv3671c protease,GDH-TPI counter,SARS 3CLpro inh,Vc quorum ag,MazEF act,DUSP3 inh,Mtb UGM inh
COc1ccccc1N1CCN(S(=O)(=O)c2c(C)sc3ncn(CC(=O)NCCN(C)C)c(=O)c23)CC1,0,-8,0.6,-4,4,-1,i,4,12,0.4
Cc1ccccc1-c1nc2sc3c(c2c(=O)o1)CCC3,0,-6,1.5,-16,12,-1,i,8,26,-3.6

# Next part.
SMILES,FBA Mtb inh,PriA SSB inh,BioA inh,Rv3671c protease,GDH-TPI counter,SARS 3CLpro inh,Vc quorum ag,MazEF act,DUSP3 inh,Mtb UGM inh
Clc1ccc2nc(N3CCCCC3)[nH]c2c1,3,12,-0.1,4,0,3,-0.2,-3,-11,1.0
COC(=O)C1CCN(CC(=O)Nc2ccc(C(=O)Nc3ccccc3OC)cc2)CC1,4,6,0.1,5,15,.,-0.6,1,.,.
C[C@H](NC(=O)c1nc[nH]c1C(=O)N1CCN(C(=O)OC(C)(C)C)CC1)C(=O)OC(C)(C)C,1,-7,-0.3,3,-12,.,-0.6,3,.,-1.9
COC(=O)[C@]1(CC(C)C)N[C@H](c2ccc(-c3ccc(F)cc3)cc2)[C@@H]2C(=O)N(C)C(=O)[C@@H]21,2,-1,-0.6,-7,3,.,i,0,.,1.0
CCOCCOC(NC(=O)c1ccccc1)(C(F)(F)F)C(F)(F)F,0,-3,.,-2,6,-2,-0.3,8,25,-0.7
CC(C)(C)c1ccc(-c2n[nH]c(=S)n2CC2CCCO2)cc1 (centres undefined),9,-3,0.1,3,7,3,1.0,8,2,-1.7
Cc1cccc(OCC(=O)Nc2nccs2)c1C,2,-19,-1.8,-6,10,5,-1.6,-7,11,4.2
O=C(OCc1ccco1)c1ccc(S(=O)(=O)N2CCCCC2)cc1,6,-10,0.7,-2,-4,0,i,2,-12,-0.7
Cc1nc(C(N)=O)nc2ccccc12,0,-3,-0.8,1,11,-1,-0.4,-5,4,3.5
O=C(OC(C(=O)NCc1ccc2c(c1)OCO2)c1ccc(Cl)cc1)c1ccco1 (centres undefined),3,-9,0.9,-12,-6,-2,-0.6,7,34,4.2
O=S(=O)(c1ccc(OCC(O)CN2CCCC2)cc1)N1CCOCC1 (centres undefined),-1,-14,-1.8,0,-8,-4,i,0,5,2.8
Cc1c(C(=O)N2CCCCC2)c(S(=O)(=O)NCc2ccc(N(C)C)cc2)c(C)n1C,-3,8,8.7,-1,2,1,1.0,10,-22,-0.3
CN(C)c1ccc(N=Nc2ccccc2C(=O)OCC(=O)NC2CCCC2)cc1,-13,92,.,11,12,2,i,0,22,0.3
CNC(=O)NC(=O)C(OC(=O)CCNS(=O)(=O)c1ccccc1)c1ccccc1 (centres undefined),-3,-27,-0.9,5,-14,8,i,-1,-4,2.0
O=C(CCC(=O)OCc1cccc(C(=O)Oc2ccccc2)c1)Nc1cccc2ccccc12,-1,-15,-1.0,1,5,2,-7.0,-3,5,1.0
CC1(C)Cc2c(c(N3CCCCC3)[nH]c(=S)c2C#N)CS1,-2,-4,-1.6,.,4,2,-5.9,2,25,.
O=S(=O)(c1ccccc1)N1CCN(C2CCN(Cc3ccccc3)CC2)CC1,5,-11,-0.1,-2,-1,-3,i,-9,21,2.8
CCN(C(=O)COC(=O)C1CC1)c1c(N)n(Cc2ccccc2)c(=O)[nH]c1=O,4,5,0.1,0,5,.,-0.1,-3,.,-0.2
CCN=C1SC(CC(N)=O)C(=O)N1CC (centres undefined),3,-12,.,4,8,-2,-0.2,-4,15,2.0
CN(C)c1ccc(-c2n[nH]c(=S)n2-c2ccccc2)cc1,23,4,1.9,4,3,0,2.8,11,6,-1.2
Cc1ccc(C)n1-n1c(C)nc2sc(-c3ccccc3)cc2c1=O,1,3,1.2,-8,11,4,-0.6,-1,10,3.2
C=CCOc1ccccc1CNn1nnnc1N,2,-3,-1.4,-1,3,1,i,-4,-6,0.0
Cc1sc2nc(CN(CCc3ccccc3)C(=O)c3ccco3)[nH]c(=O)c2c1C,.,-5,.,-4,.,.,.,-5,-4,2.2
NC(=O)CSc1n[nH]c(-c2ccco2)n1,2,-11,.,-7,-10,-4,i,1,13,0.9
O=C(CC1C(=O)NC2CCCCC2N1C(=O)c1ccc(F)cc1)Nc1ccccc1 (centres undefined),1,-6,3.4,4,13,-4,1.1,0,15,0.6
CCCCCN(C(=O)NC(=O)Nc1ccccc1C)S(=O)(=O)c1ccccc1,-1,-9,.,-31,-10,6,-0.7,6,21,3.6
Cc1ccc(OCCn2c(=O)oc3ccc(C)cc32)cc1,1,-4,-1.7,4,8,-2,-1.4,-18,8,2.3
COc1ccc(CC(NC(C)=O)C(=O)NC2CCN(C(=O)Nc3ccccc3C)CC2)cc1OC (centres undefined),-3,-15,-1.4,2,9,-1,-3.3,4,-11,0.7
CCOC(=O)c1sc(NC(=O)c2ccc(C)s2)cc1C,6,-17,-2.7,-10,43*,4,-0.3,14,16,0.9
COc1cccc(C(=O)OC(C)C(=O)NCC2CCCCC2)c1 (centres undefined),2,5,0.7,2,-7,.,0.0,1,.,0.4
O=C(CNS(=O)(=O)c1ccccc1F)OCC(=O)c1c[nH]c2ccccc12,2,-1,1.5,-9,-5,.,-0.3,8,.,0.1
O=[N+]([O-])c1ccc(S(=O)(=O)NCC2CCCO2)cc1 (centres undefined),5,-7,-1.6,4,-7,4,-0.2,2,2,-1.2
Nc1nc(NCCCN2CCOCC2)nc(Nc2ccc(F)cc2)c1[N+](=O)[O-],-3,16,.,-6,19,-4,-0.2,0,0,-0.5
C(=NN=Cc1c[nH]c2ccccc12)c1c[nH]c2ccccc12,-3,.,-1.0,.,41*,.,i,4,.,.
O=C(CCNC(=O)c1ccc(Br)cc1)Nc1ccc(S(=O)(=O)N2CCOCC2)cc1,1,0,-2.0,4,-5,.,-1.6,3,.,1.5
O=C(O)c1cccc(NC(=S)N/N=C/c2ccccc2OCc2cccc(Br)c2)c1,7,.,.,.,22,2,0.4,-3,12,.
Oc1c(N=NC(=S)Nc2ccccc2F)c2ccccc2n1Cc1ccccc1Cl,-12,28,1.0,6,7,-1,-0.3,16,-29,-3.4
Cc1cc(S(=O)(=O)NCc2ccccc2)ccc1OCC(=O)NCc1cccnc1,2,-10,2.2,-5,4,-5,-4.8,-1,39,1.4
C/C(Cl)=C/Cc1c(C)[nH]c2ccc(C)cc2c1=O,0,-22,-0.9,4,-7,7,-0.2,5,26,0.3
Cn1c(NCCc2ccncc2)nc2cc(-c3ccccc3)sc2c1=O,3,.,2.4,.,10,.,-0.3,.,.,.
CCOC(=O)c1cc(CC)sc1NC(=O)c1cc([N+](=O)[O-])ccc1N1CCOCC1,0,-17,-2.3,4,-7,1,-0.3,1,4,0.0
CC/C(C)=N/Nc1nc2c(c(=O)[nH]c(=O)n2C)n1Cc1ccccc1,4,.,1.1,2,9,-1,-10,8,.,-0.7
COc1ccc(C(=O)[C@H]2[C@H]3C(=O)N(c4ccc(OC(C)=O)cc4)C(=O)[C@H]3C3C=CC=NN32)cc1 (some centres undefined),1,-3,.,-21,12,3,-0.7,-41,25,-1.2
O=C(CSc1nnc(-c2ccncc2)n1-c1ccccc1)NCC1CCCO1 (centres undefined),0,-17,2.9,0,-7,.,2.5,4,.,0.9
COc1ccc(CCN(Cc2cc3cccc(C)c3[nH]c2=O)C(=O)NC2CCCCC2)cc1OC,2,0,0.8,11,8,1,-1.4,5,-23,-2.3
CCOC(=O)c1nnn2c1nc(N1CCOCC1)c1ccccc12,2,2,0.3,6,13,1,i,0,-3,1.9

# Part of the list above, with bars between the fields.
canonical_smiles | FBA Mtb inh | PriA SSB inh | BioA inh | Rv3671c protease | GDH-TPI counter | SARS 3CLpro inh | Vc quorum ag | MazEF act | DUSP3 inh | Mtb UGM inh
CCCC(NC(=O)CCc1c(C)c2cc3c4c(oc3c(C)c2oc1=O)CCCC4)C(=O)O (centres undefined) | 14 | 1 | 1.7 | . | 13 | -1 | 1.5 | 3 | 9 | -0.1
O=C(Nc1cccc(C(=O)N2CCOCC2)c1)c1cncc(Br)c1 | 4 | -14 | 0.3 | -1 | 1 | 2 | -0.3 | 8 | 0 | 0.7

# Screening results deposited in PubChem by several laboratories.

# This is a subset, so the mix of outcomes need not match the whole.
